# Screening results (PubChem)
# FEN1 inhibitor – qHTS Assay for the Inhibitors of Human Flap endonuclease 1 (FEN1); Recombinant FEN1 flap cleavage, fluorescence, 15 min; P39748; hit rate 0.35% among 390,000; Potency, µM (doses to about 114 µM), for inactives: top-dose activity change, negative = inhibition, most hits filed as inhibitors; further: nearly all actives have a fitted effect of over 65% in size
# Target sequence (P39748 whole entry, looked up): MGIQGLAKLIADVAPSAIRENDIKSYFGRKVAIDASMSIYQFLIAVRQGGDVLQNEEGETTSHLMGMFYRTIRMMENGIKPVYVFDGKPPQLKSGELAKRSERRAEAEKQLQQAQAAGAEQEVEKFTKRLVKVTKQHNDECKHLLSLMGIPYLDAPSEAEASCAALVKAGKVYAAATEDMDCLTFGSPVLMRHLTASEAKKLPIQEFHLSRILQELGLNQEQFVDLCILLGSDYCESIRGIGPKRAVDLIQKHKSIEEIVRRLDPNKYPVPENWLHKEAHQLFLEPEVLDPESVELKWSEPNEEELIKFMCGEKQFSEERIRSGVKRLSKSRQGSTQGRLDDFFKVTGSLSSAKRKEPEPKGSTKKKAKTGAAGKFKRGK
#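 Compounds are tested as a concentration series against 10 nM FEN1; after a 15 min room-temperature preincubation, 50 nM substrate starts cleavage, with plate reads at 0 and 15 min. Normalized responses are fitted by a Hill equation.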
# KAT2A inh – qHTS Assay for Inhibitors of GCN5L2 | GCN5L2 HAT assay, ThioGlo1 CoA-SH fluorescence | Potency, µM (top dose mostly 58.9 µM), inactives show at the top dose activity change, negative = inhibition, actives largely listed as inhibitors | hit rate 0.21% among 390,000 | AID 504327, 2011
#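 Free CoA generated was detected with ThioGlo1 (50uM) fluorescence at Ex340nm/Em540nm, read immediately and after 20 min at room temperature. Enzyme, 20 nM in HEPES pH 7.5 buffer, saw compounds 15 min before adding 75uM H3(1-25) peptide and 70uM acetyl-CoA.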
# N370S GC – qHTS Assay for Inhibitors and Activators of N370S glucocerebrosidase as a Potential Chaperone Treatment of Gaucher Disease; hit rate 0.092% among 330,000; N370S GC spleen homogenate, 4MU-glucoside fluorescence; Potency, µM (highest dose often 59.4 µM), for the others: at the top dose activity change, negative = inhibition, most hits filed as inhibitors;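 further: 0% = full enzyme activity and -100% = no enzyme basal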
# The depositor's hits bear a star; ? = inconclusive; . = not tested or not shown; & = joins results of further samples. The call rests on the fitted dose curve; in most records, active means well fitted curve in the direction sought with a large enough effect; inconclusive means small, poorly fitted or top-dose-only effect, or another doubt; inactive means no such curve, though single readings can be large; an effect the other way counts as inactive or inconclusive. Unless noted, on the % scale 0 is the no-effect control and ±100 the full control effect; potency means the concentration at half of the fitted maximal effect.
# Each structure is followed by: FEN1 inhibitor | N370S GC | KAT2A inh
- COC(=O)C1=C(C)Nc2c(c(=O)n(C)c(=O)n2C)C1c1cccc(O)c1 (stereo not drawn)
  -6% | -22% | -17%
- COc1ccc(NC(=O)CC2C(=O)N(c3ccc(F)cc3)C(=O)N2Cc2ccc3c(c2)OCO3)cc1 (stereo not drawn)
  14% | . | 2%
- COc1ccccc1N1CCN(C(=O)c2cn(Cc3ccccc3)nc2-c2cccnc2)CC1
  -13% | . | -5%
- COc1ccnc(Oc2ccc(F)cc2)c1-c1ncn[nH]1
  18% | -2% | -7%
- O=C(NCc1ccco1)c1cc2c(s1)CSC2
  50µM* | -3% | ?
- CCCn1cc(S(=O)(=O)c2cccc(Cl)c2)c(=O)c2cc(F)c(N3CCCC3)cc21
  9% | . | -4%
- CC(NS(=O)(=O)CCNC(=O)c1ccccc1)c1ccccc1 (stereo not drawn)
  -11% | -2% | 0%
- CCC(C)N1C(=O)CCC1C(=O)O (stereo not drawn)
  -3% | -10% | -17%
- COc1cccc(C(=O)NN2CC(O)=C(c3nc4ccccc4n3C)C2=N)c1
  . | 12% | 3%
- CCOc1ccccc1N1CCN(C(=O)CC(C)C)CC1
  -7% | 14% | -5%

# Reprinted from the part before: 7 compounds, then new ones.
# Each structure is followed by: FEN1 inhibitor | N370S GC | KAT2A inh
- COc1ccnc(Oc2ccc(F)cc2)c1-c1ncn[nH]1
  18% | -2% | -7%
- O=C(NCc1ccco1)c1cc2c(s1)CSC2
  50µM* | -3% | ?
- CCCn1cc(S(=O)(=O)c2cccc(Cl)c2)c(=O)c2cc(F)c(N3CCCC3)cc21
  9% | . | -4%
- CC(NS(=O)(=O)CCNC(=O)c1ccccc1)c1ccccc1 (stereo not drawn)
  -11% | -2% | 0%
- CCC(C)N1C(=O)CCC1C(=O)O (stereo not drawn)
  -3% | -10% | -17%
- COc1cccc(C(=O)NN2CC(O)=C(c3nc4ccccc4n3C)C2=N)c1
  . | 12% | 3%
- CCOc1ccccc1N1CCN(C(=O)CC(C)C)CC1
  -7% | 14% | -5%
- COc1ccc(N2CCN(C(=O)c3cc(=O)c4cc(C)cc(C)c4o3)CC2)cc1
  -17% | -20% | -19%
- Cc1nc2ccccc2nc(C)c1=NOCC(=O)N(c1ccccc1)C(C)C
  -2% | -4% | -15%
- CCCc1nn2c(=O)cc(COC(=O)c3ccc(NC(=O)COc4ccccc4)cc3)nc2s1
  -2% | . | 4%
- COC(=O)c1ccccc1S(=O)(=O)Nc1ccc2cn[nH]c2c1
  1% | 0% | 0%
- Cc1ccccc1NC(=O)c1ccc(Cl)c(NC(=O)c2ccncc2)c1
  -4% | 4% | -3%
- CC1CC(C)CN(CCCNC(=O)CCC(=O)N2CC(C)Oc3ccccc32)C1 (stereo not drawn)
  18% | -11% | 12%
- CC(=O)c1cc(C(=O)Nc2ccc3ccccc3c2)c(C)o1
  -10% | -1% | 2%
- CN1CCN(C(=O)c2ccc(COc3ccc(Cl)cc3Cl)cc2)CC1
  -7% | -28% | -2%
- COC(=O)[C@@H]1CCCN1C(=O)[C@@H](NC(=O)OC(C)(C)C)C(C)C
  2%&5% | -7% | .
- COC(=O)C1CCN(c2nc3ccccc3nc2C(C#N)C(=O)OCC(C)C)CC1 (stereo not drawn)
  -5% | 16% | 3%

# More structures:
# Each structure is followed by: FEN1 inhibitor | N370S GC | KAT2A inh
- Cc1ccc(CN2C(=O)C(C)Nc3ncnc(N4CCN(c5ccccn5)CC4)c32)cc1 (stereo not drawn)
  ? | -2% | -3%
- COc1ccc(-c2ocnc2C(=O)N2CCN(C(=O)C(c3ccccc3)c3ccccc3)CC2)cc1
  12% | -7% | -2%
- COc1ccc(C2Sc3ccccc3NC3=C2C(=O)c2ccccc23)c(OC)c1OC (stereo not drawn)
  0% | . | -12%
- CN(C)C(=O)[C@H]1C[C@H]1[C@@H](O)[C@H](CO)NC(=O)[C@H](Cc1ccccc1)NC(=O)OC(C)(C)C
  -1% | 1% | -1%
- O=C(COC(=O)C(O)c1ccccc1)c1ccc2c(c1)OCCO2 (stereo not drawn)
  -8% | -1% | -3%
- COc1ccccc1N(CC(=O)NCCN1CCOCC1)S(=O)(=O)c1ccccc1
  5% | 8% | -7%
- O=C(Nc1ccc2c(c1)S(=O)(=O)N=C1CCCCCN12)c1ccccc1Cl
  -1% | -5% | 0%
- O=C(CCCCn1c(=O)[nH]c2ccccc2c1=O)N1CCN(c2cccc(C(F)(F)F)c2)CC1
  -16% | 10% | -12%
- Cc1[nH]n(-c2ccccc2)c(=O)c1C=NC1CCCCC1
  -15% | 6% | -1%
- COc1ccc(NCC(=O)N/N=C/c2c(C)nn(Cc3ccccc3)c2Cl)cc1
  -23% | 2% | -6%

# (continued)
# Each structure is followed by: FEN1 inhibitor | N370S GC | KAT2A inh
- CCN(CC(=O)Nc1c(F)cccc1F)C(=O)c1ccc(S(=O)(=O)N2CCCC2)cc1
  4% | -20% | -4%
- CC1(C)Cc2c(sc(NC(=O)c3ccc(Br)o3)c2C#N)CO1
  0% | -11% | 0%
- Brc1ccccc1OCCCCCN1CCOCC1
  -6% | 5% | -3%
- COc1ccc(CNC(=O)CCc2c(C)nc3c4cccnc4nn3c2C)cc1
  -3% | . | -4%
- O=C(CN1C(=O)c2ccccc2S1(=O)=O)c1ccc(F)c(F)c1
  7% | -2% | -27%
- CCC(=O)N1c2nc(C(C)C)nn2C2(CCCCC2)[C@@H]2CCCC[C@@H]21
  12% | . | -1%
- CC(=O)c1ccc(N2Cc3ccccc3/C2=N\C(=O)Nc2ccccc2)cc1
  -5% | 9% | 1%
- COc1cc(CN2C(=S)NC(C)(C)CC2(C)O)cc(OC)c1 (stereo not drawn)
  8% | 16% | 1%
- COc1ccccc1CNC(=O)Cc1c[nH]c2ccccc12
  -4% | 2% | 2%
- CCCc1cc(=O)[nH]c(SCC(=O)c2cc(C)n(CCC)c2C)n1
  2% | ? | 0%

# Following part
# Each structure is followed by: FEN1 inhibitor | N370S GC | KAT2A inh
- O=C(O)C(=O)/C(=C\c1cccc(Cl)c1)c1ccc2ccccc2n1
  1% | ? | -19%
- COc1ccccc1C(=O)OCc1cc(=O)n2nc(-c3cccs3)sc2n1
  6% | . | 1%
- CC1(C)Cc2cccc(OCC(=O)Nc3ccc(S(N)(=O)=O)cc3)c2O1
  -10% | -2% | -4%
- CCn1c(Cc2ccccc2)nnc1SCC(=O)Nc1nnc(-c2ccccc2)s1
  0% | 3% | 1%
- CCN(CC)C(=O)C1CCCN(Cc2cccc(Oc3ccccc3)c2)C1 (stereo not drawn)
  4% | -5% | -1%
- CCOC(=O)c1c(C)[nH]c(C(=O)Nc2ccc(NC(C)=O)cc2)c1C
  -12% | -3% | -2%
- C=CCN1C(=O)C2C(C(=O)NC3CCCCC3)C3C=CC2(O3)C1C(=O)NC1CCCC1 (stereo not drawn)
  -2% | 8% | -1%
- CC(=O)Nc1nc(-c2ccc3c(c2)CCN3S(C)(=O)=O)cs1
  -1% | 3% | -3%
- COc1ccc(CNCCSc2nnnn2-c2ccccc2)cc1
  -8% | . | -3%
- Cn1c(N)c(C(=O)COC(=O)/C=C/c2ccc(S(=O)(=O)N3CCOCC3)cc2)c(=O)n(C)c1=O
  -8% | -11% | 2%

# The list continues:
# Each structure is followed by: FEN1 inhibitor | N370S GC | KAT2A inh
- Cc1ccc(C2C(C(=O)O)c3ccccc3C(=O)N2C)c(C)c1 (stereo not drawn)
  4% | 3% | 1%
- O=C(CSc1ncnc2nc[nH]c12)Nc1nnc(SCc2ccc(Cl)c(Cl)c2)s1
  -7% | ? | -4%
- Cc1oc(C)c(C(=O)NCCCC(=O)O)c1C(=O)NCCCC(=O)O
  6% | 2% | -3%
- Cc1cc(C)c(S(C)(=O)=O)c(Sc2ccc(Cl)cc2)n1
  -15% | 8% | -4%
- COc1ccccc1NC(=O)CCC(=O)OCc1ccc(Br)cc1
  8% | 10% | 0%
- CCNS(=O)(=O)c1ccc(NC(=O)c2ccccc2)cc1
  0% | 17% | 0%
- CC1CN(C(=O)COC(=O)Cc2c(Cl)cccc2Cl)CC(C)O1 (stereo not drawn)
  21% | . | -2%
- COCCSc1nnc(NC(=O)COC)s1
  7% | -3% | -4%
- C=C(C)CN(CC)C(=O)CC1C(=O)NCCN1C (stereo not drawn)
  5% | 6% | -5%
- Cc1ccc2[nH]c3c(c2c1)CNCC3
  -15% | -7% | -1%

# Remaining list, next part.
# Each structure is followed by: FEN1 inhibitor | N370S GC | KAT2A inh
- CCOc1cc(C(=O)O)ccc1OCCOc1ccccc1
  4% | -16% | 0%
- COc1ccc(C2/C=C\CN(CC(C)C)CC(=O)N2Cc2cccc(F)c2)cc1 (stereo not drawn)
  -30% | -20% | -9%&-26%
- CCOc1cc(-c2nnc(SCC(=O)NCc3ccc(C)cc3)nc2-c2ccc(OC)c(OCC)c2)ccc1OC
  1% | . | -7%
- CC1=C(c2ccc(C(C)C)cc2)S(=O)(=O)N=C1N1CCC(C(=O)NCCc2ccco2)CC1
  10% | . | -4%
- C[C@@H](C(=O)Nc1ccc(SC(F)F)cc1)N1C(=O)C2CCCCC2C1=O (stereo partly drawn)
  -2% | . | 1%
- FC(F)(F)c1ccc(Cl)c(NC(=S)N/N=C/c2ccccc2C(F)(F)F)c1
  -3% | 8% | -3%
- COc1ccc(CCN2CC(C(=O)N(C)Cc3ccccc3OC)CCC2=O)cc1 (stereo not drawn)
  13% | 0% | -5%
- CCOc1ccc(Nc2nc3ccccc3c3nnc(CC)n23)cc1
  19% | . | -1%
- Nc1c(C(=O)NC23CC4CC(CC(C4)C2)C3)sc2nc3c(c(C(F)(F)F)c12)CCC3
  -13% | -10% | 2%
- CC(=O)Oc1ccc2c(c1)CCC1C2CC[C@]2(C)C(OC(C)=O)CCC12 (stereo partly drawn)
  . | 4% | -15%

# (listing goes on)
# Each structure is followed by: FEN1 inhibitor | N370S GC | KAT2A inh
- CC(C)(C)c1nc2ccccc2[nH]1
  -2% | -7% | 3%
- CN1CCN(c2nc(Nc3ccc(F)cc3)nc(Nc3ccc(F)cc3)n2)CC1
  ? | -3% | 1%
- CCc1nn(C(CC)C(=O)NCc2cccc(OC)c2OC)c(=O)c2cc3occc3n12 (stereo not drawn)
  7% | 6% | -2%
- NC(=O)c1nn(CC(=O)Nc2ccc3c(c2)OCO3)cc1[N+](=O)[O-]
  0% | -8% | 5%
- O=C(COC(=O)c1cc[n+]([O-])cc1)Nc1cc([N+](=O)[O-])ccc1Cl
  0% | 5% | 1%
- COc1ccc(S(=O)(=O)N2CCCCC2)cc1NC(=O)CCNC(=O)c1ccco1
  -5% | -7% | 1%
- CCN1CCN(C(=O)N(CC(=O)Nc2ccc(C(N)=O)cc2)S(=O)(=O)c2ccc(C)cc2)CC1
  -1% | -3% | -1%
- Cc1ccc(C[n+]2cccc(-c3ccccc3)c2)c(C)c1
  -6% | 5% | 0%
- CCOc1ccc(C(=O)OCC(=O)Nc2cc(C)on2)cc1OCC
  -11% | ? | -10%
- O=C(c1ccc(CN2CCc3ccccc3C2)cc1)N1CCCCC1
  4% | 5% | -3%

# Further compounds follow:
# Each structure is followed by: FEN1 inhibitor | N370S GC | KAT2A inh
- CCOC(=O)CS(=O)(=O)c1ccc2ccccc2c1
  2% | -6% | 1%
- COCCNC(=O)CN1CCC(NC(=O)Nc2ccccc2)CC1
  -7% | 0% | -5%
- Cn1nc(-c2ccccc2)cc1NS(=O)(=O)c1ccccc1
  -1% | 7% | -5%
- O=C(NC1CCCCC1)c1ccc(S(=O)(=O)NCc2cccnc2)cc1
  0% | 3% | -2%
- CCOC(=O)Cc1csc(NC(=S)NC(=O)c2ccccc2Br)n1
  -12% | 9% | -4%
- O=C(NCCNc1ccc([N+](=O)[O-])cc1)c1ccco1
  6% | -15% | -12%
- CCC(NC(=O)c1ccncc1)c1ccccc1 (stereo not drawn)
  -3% | -1% | -4%
- C[C@]12C=CC(=O)C=C1CC[C@@H]1[C@@H]2[C@@H](O)C[C@@]2(C)[C@H]1CC[C@]2(O)C(=O)COC(=O)CCC(=O)NCCc1ccc(O)cc1
  2% | -5% | -3%
- CCOc1ccc(-c2nnc(SCC(=O)Nc3cccc(Cl)c3C)o2)cc1
  -19% | . | -9%
- COc1ccccc1-n1c(=O)c2c3c(sc2n(C)c1=O)CN(C(C)=O)CC3
  1% | . | -5%

# Next part.
# Each structure is followed by: FEN1 inhibitor | N370S GC | KAT2A inh
- O=C(NCc1ccco1)c1cc(-c2cccs2)nc2ccccc12
  3% | 17% | -12%
- CCOc1ccccc1CN1CCN(Cc2ccc(C)o2)C(CCO)C1 (stereo not drawn)
  -5% | -23% | 2%
- CC1(C)Cc2c(C#N)c(SCC(=O)c3ccccc3)nc(N3CCOCC3)c2CO1
  -25% | 3% | -9%
- Cc1ccccc1-c1nc(CS(=O)(=O)CC(=O)NCc2ccccc2)c(C)o1
  2% | 1% | -4%
- COc1ccc(C(=O)NCc2ccon2)cc1OC1CCN(C(C)C)CC1
  -3% | -2% | 0%
- Cc1cccc(-n2ncc3c(NCCCn4ccnc4)ncnc32)c1
  -7% | 27% | 3%
- COc1ccc(NC(=O)COC(=O)Cc2c[nH]c3ccccc23)cc1OC
  1% | -3% | -8%
